MgcRacGAP inhibition – MgcRacGAP GTPase-activating activity inhibitors, confirmation, biochemical, ADP Hunter fluorescence; MgcRacGAP-stimulated Rac1 GTP hydrolysis, ADP Hunter fluorescence; higher % means a stronger effect; GST-tagged Rac1 F28L mutant substrate; inhibition, % at 30 µM, or IC50 in µM where a hit was titrated; 0.6% of 340,000 active;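 active = first-screen hits whose inhibition reached a set limit at any dose in the follow-up dose series; inconclusive = inhibition above the set first-screen limit but never retested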;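 note: fluorescence reports GDP produced by GAP-driven GTP hydrolysis; strong numbers were not always called active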
Dengue-2 NS5 capping – flavivirus cap methylation enzyme inhibition – biochemical, confirmation dose response, primary screen (AID 588689); Dengue-2 NS5 methyltransferase capping enzyme assay, biochemical; higher % means a stronger effect; one-dose inhibition, % at 25 µM; IC50 in µM for titrated hits; 0.3% of 340,000 active; in the data active = a potency from the dose series; inconclusive = inhibition above about 29% without an active follow-up result
NTR1 ag – agonists of NTR1, primary screen, imaging, U2OS cells, beta-arrestin-GFP, high content (AID 493036); P30989; NTR1-U2OS beta-arrestin-GFP spot imaging, agonist mode; activation, % at 20 µM; 0.17% of 330,000 active;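 active = activation at or above 40% of the spot to cytoplasm intensity ratio, with at least 20 cells analyzed; inconclusive = wells under 20 cells, flagged as cytotoxic or low count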;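 note: 0% = DMSO without peptide and 100% = 100 nM NTR1 peptide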
Target sequence (P30989 whole entry, looked up): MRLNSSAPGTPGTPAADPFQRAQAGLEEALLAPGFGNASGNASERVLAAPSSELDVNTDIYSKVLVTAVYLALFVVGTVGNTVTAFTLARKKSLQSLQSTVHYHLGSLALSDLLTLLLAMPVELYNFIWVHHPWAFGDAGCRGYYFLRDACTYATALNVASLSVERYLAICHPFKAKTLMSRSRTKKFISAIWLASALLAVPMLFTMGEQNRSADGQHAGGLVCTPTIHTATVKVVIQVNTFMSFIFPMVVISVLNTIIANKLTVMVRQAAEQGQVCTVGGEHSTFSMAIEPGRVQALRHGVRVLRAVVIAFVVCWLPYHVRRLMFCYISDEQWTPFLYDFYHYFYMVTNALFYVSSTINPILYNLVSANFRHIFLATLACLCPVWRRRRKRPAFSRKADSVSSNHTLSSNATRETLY
SV40 large T antigen – TAg ATPase/helicase activity blockers – biochemical (AID 1903). one-dose inhibition, % at 20 µM; IC50 in µM for titrated hits. 0.39% of 310,000 active. SV40 large T antigen ATPase/helicase inhibition assay; higher % means a stronger effect; in the data active = a potency from the dose series; inconclusive = inhibition mostly from about 32% at the one dose, without a potency; inactive = the rest, 99 in 100 with inhibition below about 32%; note: strong numbers were not always called active
K1F lysis inhibition – inhibition of K1F phage lysis, E. coli UTI89, bacterial capsule biogenesis inhibitors, alamar blue (AID 488966); E. coli UTI89 K1F phage lysis, alamar blue, 2 h; higher % means a stronger effect; inhibition, % at 100 µM, or IC50 in µM where a hit was titrated; 0.02% of 340,000 active;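 active = phage lysis inhibition, versus mean bacterial control, above a set limit; inconclusive = no clear call, values can overlap the other calls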;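 note: capsule biogenesis inhibitors block K1F phage lysis so surviving cells raise fluorescence; higher fluorescence means more inhibition of phage lysis; actives were called in the ten point dose series up to 300 µM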
Salmonella PhoP GFP – PhoP-dependent GFP reporter repression – Salmonella Typhimurium, primary screen (AID 1863); S. Typhimurium PhoP-regulated promoter GFP reporter, 4 h; higher % means a stronger effect; inhibition, % at 50 µM, or IC50 in µM where a hit was titrated; 0.16% of 300,000 active;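 active = inhibition over 29.93%, a cutoff 3 SD above the screen mean, later confirmed by dose response; inconclusive = inhibition over 29.93% but no dose response follow-up; inactive = inhibition at most 29.93% or unconfirmed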;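 note: 0% = low Mg2+ inducing control and 100% = high Mg2+ repressing control; strong numbers were not always called active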
T cell modulator – T cell immune modulation candidate | AID 2052 | 0.068% of 330,000 active | 2C CD8+ T cell-vesicle binding, flow cytometry; active compounds read low | calls only at 7 µM;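 active = response, share of CD8 T cells binding vesicles, and their 90th percentile fluorescence all below set limits, cut at about 80% in these data, passing the limit was not always enough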
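material = purified 2C TCR transgenic mouse naive CD8+ T cells | controls = Unloaded micro-vesicles (low), QL9 vesicles with 0.7% DMSO (high) | detection = cytometric PE anti-B7-1 and Alexa647 anti-CD8 signals after 1% paraformaldehyde fixation | incubation = binding step 1.5 h, 37 °C, antibody labelling 20 min, ice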
RSV antiviral HEp-2 – RSV antiviral activity via CPE protection, HEp-2 cells, primary 10 µM value included (AID 2391). HEp-2 cells, RSV-induced CPE inhibition; higher % means a stronger effect. CPE inhibition, % at 10 µM; hits with a dose series show IC50 in µM. 0.13% of 310,000 active; in the data active = a potency from the dose series; inconclusive = CPE inhibition mostly from about 23% at the one dose, without a potency; inactive = the rest, 99 in 100 with CPE inhibition below about 21%; note: strong numbers were not always called active
West Nile antiviral – inhibition of WNV-induced cytopathic effect – cell-based, CPE readout (AID 1621); West Nile virus-infected cells, CPE inhibition; higher % means a stronger effect; CPE inhibition, % at 10 µM; hits with a dose series show IC50 in µM; 0.02% of 290,000 active; in the data active = a potency from the dose series; inconclusive = CPE inhibition mostly from about 3.7% at the one dose, without a potency; inactive = the rest, 99 in 100 with CPE inhibition below about 2.2%; note: strong numbers were not always called active
T cell modulator vesicle-bound % – second read-out of T cell modulator, no call of its own (marks repeat the call); double positive events, %; measured here: CD8+ vesicle-bound cell fraction;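 binding gate set so that unloaded-vesicle control wells show 10% double positive cells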
NTR1 ag cell count 20 µM – also measured in NTR1 ag; calls as there; cell count; measured here: cell count, cytotoxicity flag
The depositor's hits bear a star; i = inactive; ? = inconclusive; . = no result given; & = joins results of further samples; [ ] = remark or other dose. No enrichment for hits. Share with any hit: about 1.5%.

SMILES	MgcRacGAP inhibition	Dengue-2 NS5 capping	NTR1 ag	NTR1 ag cell count 20 µM	SV40 large T antigen	K1F lysis inhibition	Salmonella PhoP GFP	T cell modulator	T cell modulator vesicle-bound %	RSV antiviral HEp-2	West Nile antiviral
O=C(NCc1ccco1)c1ccc(N2CCCC2=O)cc1	3%	-4%	-0.3	52	17%	-7.6%	1%	i	33	2.9%	-0.2%
C/C(=N\NC(=O)COc1ccc(C)cc1[N+](=O)[O-])c1ccc2c(c1)OCCO2	3%	-5%	0.3	39	5%	2.4%[50 µM]	1%	i	32	0.9%	-0.6%
O=C(CCl)c1ccc(Cc2ncc(C(F)(F)F)cc2Cl)s1	10%	-7%	2.0	59	9%	-0.3%[50 µM]	-13%	i	48	6.2%	0.3%
COc1ccc(-c2nc(SCC(=O)Nc3cc(C)on3)n[nH]2)cc1	14%	-1%	-1.5	41	13%	0.1%	-1%	i	20	1.2%	0.1%
CCN=C1SC(C(=O)Nc2cccc(Cl)c2)CC(=O)N1CC (centres undefined)	1%	-12%	2.5	37	-1%	2.9%	-1%	i	26	4.9%	-0.5%
CCOC(=O)N1CCN(C(=O)CN(C2CCCCC2)S(C)(=O)=O)CC1	1%	-6%	4.6	23	2%	3.2%	-2%	i	38	2.2%	0.3%
C=CCn1c(SCc2nc3ccccc3[nH]2)nnc1-c1ccc(OC)cc1	6%	-3%	2.8	60	12%	0.6%	-3%	i	34	-0.6%	-0.8%
CCN1CCN(c2ccc(S(=O)(=O)N3CCCCC3)cc2NC(=O)C(C)Oc2ccc(F)cc2)CC1 (centres undefined)	0%	2%	0.7	50	15%	0.6%[50 µM]	2%	i	36	0.8%	.
CC(C)OCC(O)CS(=O)(=O)Cc1ccccc1 (centres undefined)	-2%	-3%	1.4	49	4%	0.5%	-1%	i	26	0.4%	0.1%
O=C(Nc1ncccn1)c1ccc([N+](=O)[O-])cc1Cl	3%	-2%	1.2	58	6%	i	-6%	i	52	0.2%	0.3%
CC(=O)c1c(C)oc2ccc(O)c(CN3CCOCC3)c12	6%	-2%	-0.2	84	13%	-0.1%	18%	i	39	1.6%	0.0%
C=CCn1c(SCC(=O)/C(C#N)=C(\C)N)nc2sc(CC)cc2c1=O	5%&9%	-3%&-10%	1.8	88	1%	-2.7%&1.0%	-6%	i	50	12%	.
O=C(NCCCn1ccnc1)Nc1ccc2c(c1)OCO2	7%	0%	-0.9	86	-13%	-0.2%	26%	i	3	0.0%	0.1%
S=C(NNc1ccnc2cc(Cl)ccc12)Nc1ccccc1Cl	9%	20%	2.0	45	11%	?	19%	i	25	13%	-2.0%
CC(=O)c1c(C)[nH]c(C(=O)CSc2nc3ccccc3n2C)c1C	10%	10%	0.9	51	6%	0.2%	1%	i	9	-1.2%	-0.4%
COc1cccc(NC(=O)CSc2nnc(-c3cccc(OC(C)C)c3)n2N)c1	10%	6%	3.5	92	-3%	-0.1%	-8%	i	42	0.3%	0.3%
Cc1ccccc1C(=O)Nc1nnc(CC(=O)N/N=C/c2cn(Cc3ccccc3)c3ccccc23)s1	8%	2%	1.4	55	52%	-0.2%	0%	i	23	5.4%	0.2%
Cc1ccc(CNC(=O)CN2C(=O)C3(OCCCO3)c3ccccc32)cc1	1%	-1%	-0.1	56	6%	0.3%	-5%	i	24	-0.2%	-0.4%
CN1CCN(c2ccccc2NS(=O)(=O)c2ccc3c(c2)CCN3C(=O)C2CCC2)CC1	.	.	-1.9	103	.	.	.	i	50	-0.4%	0.4%
O=C(c1cc2ccccc2oc1=O)N(Cc1ccccc1)CC1CCCO1 (centres undefined)	4%	2%	0.4	92	7%	0.1%	0%	i	51	0.1%	-0.8%
CCOC(=O)c1cnc2c(C)c(Cl)ccc2c1N1CCN(CC)CC1	7%	-10%	-0.5	66	7%	1.5%	5%	i	56	-1.2%	1.5%
Cn1cc2cc(NC(N)=S)ccc2n1	8%	-4%	0.8	47	6%	1.2%	-9%	i	3	-0.3%	0.6%
CCOC(=O)CN1C(=O)C(O)(c2c(C)[nH]c3ccccc23)c2ccccc21 (centres undefined)	2%	-5%	3.3	57	7%	-1.3%	17%	i	43	4.2%	.
CCCc1nc2cc3c(cc2[nH]1)n(C)c(=O)n3C	13%	-3%	-0.3	51	5%	-0.4%	4%	i	20	3.5%	-0.4%
CC(=O)[C@H]1[C@H](CCc2ccccc2)NC(=O)N(Cc2ccccc2)[C@@H]1C	12%	-10%	0.0	92	13%	2.0%	-6%	i	6	5.0%	0.1%
COc1ccccc1/C=N/NC(=O)c1ccc(-c2ccccc2)cc1	-1%	-8%	0.7	77	-1%	0.6%	14%	i	60	4.7%	-0.3%
CC1c2ccsc2CCN1C(=O)NC(=O)c1ccc(Cl)cc1 (centres undefined)	.	.	-0.5	53	-3%	.	-11%	i	5	0.5%	0.3%
CCC(=O)NC(c1cccs1)c1cc(Cl)c2cccnc2c1O (centres undefined)	10%	2%	0.7	29	2%	-0.1%	15%	i	34	3.4%	?
Cc1cc(C)c2nc(N3CCCC(C(=O)NCCCN4CCOCC4)C3)sc2c1 (centres undefined)	8%	-8%	2.1	69	2%	-0.1%	1%	i	28	-3.1%	-0.1%
CC(NC(=O)C(=O)NN=C1CCC(C(C)(C)C)CC1)c1ccccc1 (centres undefined)	8%	-4%	0.2	56	22%	-0.2%	7%	i	52	1.4%	-0.2%

Two entries from above, set out differently.
CCC(=O)NC(c1cccs1)c1cc(Cl)c2cccnc2c1O (centres undefined)
  MgcRacGAP inhibition: 10%
  Dengue-2 NS5 capping: 2%
  NTR1 ag: 0.7
  NTR1 ag cell count 20 µM: 29
  SV40 large T antigen: 2%
  K1F lysis inhibition: -0.1%
  Salmonella PhoP GFP: 15%
  T cell modulator: i
  T cell modulator vesicle-bound %: 34
  RSV antiviral HEp-2: 3.4%
  West Nile antiviral: ?

Cc1cc(C)c2nc(N3CCCC(C(=O)NCCCN4CCOCC4)C3)sc2c1 (centres undefined)
  MgcRacGAP inhibition: 8%
  Dengue-2 NS5 capping: -8%
  NTR1 ag: 2.1
  NTR1 ag cell count 20 µM: 69
  SV40 large T antigen: 2%
  K1F lysis inhibition: -0.1%
  Salmonella PhoP GFP: 1%
  T cell modulator: i
  T cell modulator vesicle-bound %: 28
  RSV antiviral HEp-2: -3.1%
  West Nile antiviral: -0.1%

Remaining list, next part
SMILES	MgcRacGAP inhibition	Dengue-2 NS5 capping	NTR1 ag	NTR1 ag cell count 20 µM	SV40 large T antigen	K1F lysis inhibition	Salmonella PhoP GFP	T cell modulator	T cell modulator vesicle-bound %	RSV antiviral HEp-2	West Nile antiviral
CCC(C)NC(=O)CCC(=O)Nc1ccc2nc(N3CC(C)CC(C)C3)cc(C)c2c1 (centres undefined)	11%	-6%	2.6	78	9%	-0.1%	-6%	i	53	1.1%	-1.3%
Cc1ccccc1N/C(SCc1ccc(Cl)cc1)=C(/C#N)C(=O)NCc1ccco1	7%	-8%	5.3	71	-1%	-0.1%	-11%	i	8	1.4%	?
Cc1ccc(C)c(Nc2nc(N)c3ccccc3n2)c1	3%	9%	-1.5	35	4%	3.4%	6%	i	34	-1.2%	-0.7%
CC(C)C1Cc2c(sc3c2c(=O)n(-c2ccccc2)c2n[nH]c(=S)n32)CO1 (centres undefined)	?	18%	2.3	65	29µM*	2.8%[50 µM]	-11%	i	52	3.0%	0.1%
O=C(CCCC(=O)N(CC(=O)NC1CCCC1)Cc1ccccc1Cl)Nc1ccccn1	14%	-1%	-0.4	50	-11%	1.4%	15%	i	30	-1.5%	-0.5%
COc1ccc(C(=O)NC(=S)N2CCNC(=O)C2CC(=O)OC(C)C)cc1 (centres undefined)	6%	3%	0.9	59	19%	1.3%[50 µM]	4%	i	70	1.3%	0.1%
Cc1ccc(S(=O)(=O)Nc2cccc(S(=O)(=O)Nc3ccccc3C(=O)O)c2)c(C)c1	3%	18%	0.9	52	.	i	.	i	56	.	.
COc1ccc(/C(N)=C/C(=O)C(C)(C)C)cc1	18%	1%	0.3	52	6%	0.0%	0%	i	16	9.3%	0.4%
CSc1sc(C(=O)NCC2CC2)c(-c2cccs2)c1C#N	.	.	-0.2	49	3%	.	8%	i	41	1.1%	-0.8%
COc1cc(CNc2ccc3[nH]c(=O)[nH]c3c2)ccc1OCc1ccccc1Cl	19%	3%	1.4	80	3%	-0.3%	-4%	i	39	-0.8%	0.9%
CCOC(=O)N1CCC(N2CC34C=CC(O3)C(C(=O)O)C4C2=O)CC1 (centres undefined)	2%	-3%	-3.4	37	-3%	-0.4%	3%	i	24	0.7%	-0.1%
CCOC(=O)C(NC(=O)NCc1ccccc1OC)(OCC)C(F)(F)F (centres undefined)	-8%	4%	-0.4	35	10%	4.7%	-32%	i	42	1.8%	0.0%
COC(=O)c1ccc(NC(=O)C2CCCN(S(C)(=O)=O)C2)cc1 (centres undefined)	-1%	-10%	0.6	54	4%	-0.8%	0%	i	67	0.8%	-0.2%
O=c1[nH]c2cc3c(cc2cc1CN(CC1CCCO1)S(=O)(=O)c1ccc(Cl)cc1)OCCO3 (centres undefined)	8%	-7%	0.9	36	-2%	4.3%	-5%	i	10	-0.2%	?
Cc1ccccc1OCC(=O)NNC(=O)c1cc(S(=O)(=O)N2CCOCC2)ccc1N1CCCC1	2%	1%	1.9	66	8%	-1.1%	-5%	i	53	-2.3%	.
COc1ccc(S(=O)(=O)N(CC(=O)N/N=C/c2ccc(C(=O)O)cc2)Cc2ccccc2)cc1OC	0%	23%	0.0	69	9%	-0.8%	-3%	i	28	0.5%	-0.1%
CNS(=O)(=O)c1cccc(C(=O)NNC(=O)CN(C)S(=O)(=O)c2ccc(Cl)cc2)c1	-1%	7%	1.2	59	6%	0.1%[50 µM]	7%	i	34	-0.2%	.

Records listed above shown as hits in SV40 large T antigen.
| Molecule | MgcRacGAP inhibition | Dengue-2 NS5 capping | SV40 large T antigen | Salmonella PhoP GFP | T cell modulator | T cell modulator vesicle-bound % | RSV antiviral HEp-2 | West Nile antiviral |
| --- | --- | --- | --- | --- | --- | --- | --- | --- |
| CC(C)C1Cc2c(sc3c2c(=O)n(-c2ccccc2)c2n[nH]c(=S)n32)CO1 (centres undefined) | ? | 18% | 29µM* | -11% | i | 52 | 3.0% | 0.1% |

Assay outcomes from PubChem.
